Apoferritin bind – candidate novel general anesthetic via apoferritin binding | P02791 | apoferritin/1-aminoanthracene competitive binding, fluorescence | Potency, µM (highest dose often 77.5 µM), without a hit: at the highest dose activity change, negative = displacement, actives largely listed as inhibitors | actives 0.074% (n = 350,000) | AID 485281; further: potency means the concentration at half of the fitted maximal effect; on the % scale 0 is the no-effect control and ±100 the full control effect; nearly all actives have a fitted effect of over 20% in size
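Horse-spleen apoferritin (10 uM) in 50% saturated 1-aminoanthracene in PBS was incubated 10 min at room temperature with compound. Fluorescence (ex 380, em 535 nm) was normalized to free and bound 1-AMA, with concentration-response fitted by a four-parameter Hill equation.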
POLH inh – blocks human DNA polymerase eta activity; recombinant Pol eta, fluorescent DNA replication assay; Potency, µM (top dose mostly 114 µM), without a hit: top-dose activity change, negative = inhibition, usual class: inhibitors; actives 1.2% (n = 390,000); AID 588591; further: potency means the concentration at half of the fitted maximal effect; on the % scale 0 is the no-effect control and ±100 the full control effect
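Pol eta at 10 nM preincubated with compounds 15 min at room temperature; reaction started with fluorescent substrate (50 nM final) and read kinetically at 0 and 10 min.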
Glioma ERSR ind – ER stress response induction in glioma; U87-MG GRP78 promoter luciferase reporter, 16 h; Potency, µM, for the others: top-dose activation, hits mostly activators; actives 0.02% (n = 420,000); further: potency means the concentration at half of the fitted maximal effect; series mostly up to about 76 µM; % of control where 0% means no effect; nearly all actives have a fitted effect of over 35% in size
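Stably transfected U87-MG glioma cells carrying a GRP78-based luciferase sensor; 16 h compound incubation. Luminescence end-point read 10 min after Bright-Glo addition at room temperature.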
APE1 inh – blocks human APE1 abasic DNA cleavage; P27695; recombinant APE1, TAMRA/BHQ-2 abasic DNA cleavage fluorescence; Potency, µM (doses to about 65.8 µM), without a hit: at the top dose activity change, negative = inhibition, usual class: inhibitors; actives 0.35% (n = 350,000);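 further: potency means the concentration at half of the fitted maximal effect; plate controls were vehicle for no effect and reference inhibitor for full effect; nearly all actives have a fitted effect of over 55% in size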
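Incision of a quenched TAMRA/BHQ-2 THF abasic-site duplex (50 nM) by 0.75 nM APE1, after 15 min compound preincubation, measured as fluorescence increase over three 60 s reads. Values normalized to buffer, DMSO and NSC13755 control wells.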
POLI inh – inhibitors of human DNA polymerase iota; Q9UNA4; actives 1% (n = 390,000); Pol iota fluorescent replication assay, 10 min; Potency, µM (doses to about 115 µM), for the others: at the top dose activity, negative = inhibition, hits mostly inhibitors; further: potency means the concentration at half of the fitted maximal effect
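Fluorescent replication assay read twice, at 0 min and 10 min after adding 50 nM (final) substrate. Enzyme (10 nM) and compounds were first incubated 15 min at room temperature; enzyme-free buffer wells were negative controls.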
Pol kappa inh – DNA polymerase kappa (human) inhibition. Potency, µM (doses to about 107 µM), inactives show at the top dose activity, negative = inhibition, hits mostly inhibitors. AID 588579. purified Pol kappa, fluorescent DNA synthesis assay, 10 min. actives 0.53% (n = 400,000). Q9UBT6; further: potency means the concentration at half of the fitted maximal effect; on the % scale 0 is the no-effect control and ±100 the full control effect
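Kinetic fluorescence screen: compound preincubated 15 min RT with 10 nM enzyme; 50 nM substrate (final) initiates; reads at 0/10 min.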
BLM inh – blocks DNA unwinding by human BLM helicase | P54132 | actives 0.2% (n = 350,000) | Potency, µM (titrated, usually from 56.1 µM), for the others: at the highest dose activity change, negative = inhibition, hits mostly inhibitors | AID 2528 | recombinant BLM DNA unwinding, fluorescence dequenching;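 further: potency means the concentration at half of the fitted maximal effect; plate controls were vehicle for no effect and no enzyme for full effect; nearly all actives have a fitted effect of over 35% in size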
Target sequence (P54132 whole entry, looked up): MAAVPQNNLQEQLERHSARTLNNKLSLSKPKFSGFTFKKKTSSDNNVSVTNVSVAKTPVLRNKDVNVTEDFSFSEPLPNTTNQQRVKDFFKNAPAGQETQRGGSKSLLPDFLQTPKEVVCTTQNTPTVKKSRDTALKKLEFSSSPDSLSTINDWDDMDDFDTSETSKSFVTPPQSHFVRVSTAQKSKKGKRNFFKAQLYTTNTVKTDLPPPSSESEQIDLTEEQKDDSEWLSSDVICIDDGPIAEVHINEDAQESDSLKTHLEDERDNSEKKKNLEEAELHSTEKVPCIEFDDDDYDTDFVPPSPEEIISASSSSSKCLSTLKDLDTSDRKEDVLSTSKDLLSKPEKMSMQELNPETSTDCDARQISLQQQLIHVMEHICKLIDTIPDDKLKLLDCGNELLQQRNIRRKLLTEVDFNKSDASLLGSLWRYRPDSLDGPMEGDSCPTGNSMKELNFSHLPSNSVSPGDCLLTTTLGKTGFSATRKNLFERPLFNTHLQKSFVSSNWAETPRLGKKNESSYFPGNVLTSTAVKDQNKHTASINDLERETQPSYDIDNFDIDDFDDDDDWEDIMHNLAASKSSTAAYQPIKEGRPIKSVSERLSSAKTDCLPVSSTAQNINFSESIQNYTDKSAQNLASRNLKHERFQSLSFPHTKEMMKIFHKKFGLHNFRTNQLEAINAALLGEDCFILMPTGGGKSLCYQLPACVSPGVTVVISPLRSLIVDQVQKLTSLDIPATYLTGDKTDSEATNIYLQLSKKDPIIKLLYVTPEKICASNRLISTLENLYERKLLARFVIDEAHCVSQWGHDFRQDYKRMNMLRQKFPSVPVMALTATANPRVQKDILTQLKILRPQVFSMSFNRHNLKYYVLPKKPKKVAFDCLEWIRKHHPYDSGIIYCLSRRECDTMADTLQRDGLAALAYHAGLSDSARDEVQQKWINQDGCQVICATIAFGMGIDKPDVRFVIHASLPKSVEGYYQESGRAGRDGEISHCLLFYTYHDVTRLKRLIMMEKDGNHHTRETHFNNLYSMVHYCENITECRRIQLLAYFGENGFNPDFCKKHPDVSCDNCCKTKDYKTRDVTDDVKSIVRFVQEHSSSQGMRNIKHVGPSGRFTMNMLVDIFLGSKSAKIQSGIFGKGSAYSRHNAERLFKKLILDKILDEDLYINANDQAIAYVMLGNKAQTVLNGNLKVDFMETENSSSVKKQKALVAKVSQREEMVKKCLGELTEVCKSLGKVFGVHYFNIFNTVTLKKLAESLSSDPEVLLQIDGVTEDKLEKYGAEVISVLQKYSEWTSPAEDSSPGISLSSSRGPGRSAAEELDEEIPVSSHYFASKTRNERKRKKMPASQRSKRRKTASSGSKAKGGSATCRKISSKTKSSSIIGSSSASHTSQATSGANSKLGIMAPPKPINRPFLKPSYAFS
LDHA inh – LDHA (human) enzyme inhibition | P00338 | purified LDHA, NADH/diaphorase-resazurin fluorescence; stronger effect = lower value | activity change, % (values are at about 110 or 230 µM) | actives 0.15% (n = 480,000); in the data active means activity change below about -30%; inconclusive means mostly about -25% to -30%;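 further: plate controls were DMSO wells for no effect and wells without enzyme for full effect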
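Human LDH5 at 2 nM final in Tris HCl pH 7.4 with 0.06 mM NADH and 0.2 mM pyruvate, reacted 5 minutes at room temperature. Remaining NADH coupled via diaphorase/resazurin; resorufin fluorescence read at 0 and 20 minutes, normalized to enzyme-free and DMSO wells.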
POLB inh – inhibitors of human DNA polymerase beta. Potency, µM (top dose mostly 114 µM), inactives show top-dose activity change, negative = inhibition, usual class: inhibitors. P06746. Pol beta primer extension/strand displacement, fluorescence kinetic. AID 485314. actives 1.3% (n = 340,000); further: potency means the concentration at half of the fitted maximal effect; on the % scale 0 is the no-effect control and ±100 the full control effect
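Preincubation: enzyme (10 nM) with compound, 15 min, RT. Reaction: substrate added to 50 nM final. Reads: 0 and 10 min. Analysis: normalized, Hill fit.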
Numbers without * were called inactive; ? = inconclusive; · = no result given; & = joins results of further samples; [ ] = dose if it differs, or a comment. Unless noted, the call rests on the fitted dose curve; in most records, active means well fitted curve in the direction sought with a large enough effect; inconclusive means small, poorly fitted or top-dose-only effect, or another doubt; inactive means no such curve, though single readings can be large; an effect the other way counts as inactive or inconclusive. An excerpt; count on the stated rates, not on these rows.

Values run as follows: POLI inh | LDHA inh | Pol kappa inh | Apoferritin bind | Glioma ERSR ind | BLM inh | APE1 inh | POLH inh | POLB inh
CCN(Cc1ccccc1)C(=S)NC(=O)c1ccccc1Br
 : 15% | -6 | -11% | -2% | 2% | -4% | -12% | 7% | 16%
Clc1cccc(/C(Cc2nc3ccccc3[nH]2)=N\Nc2ccccc2)c1
 : 6% | -1 | -19% | ? | -1% | -20% | 6% | -18% | -4%
COc1ccccc1OCCn1c(C)c(C=O)c2ccccc21
 : 16% | 3 | 11% | -5% | -4% | -1% | 1% | -13% | -2%
Cc1ccc(/C=C(\NC(=O)c2ccccc2)C(=O)N2CCCCC2)cc1
 : 8% | -5 | -6% | -7% | 0% | -5% | 45%[activator] | -8% | 3%
COc1ccc2[nH]c3c(c2c1)CC(C)NC3=O (configuration not stated)
 : 16% | -7 | -18% | -1% | -2% | -8% | -2% | -1% | 5%
COc1ccc(S(=O)(=O)c2c(O)c3ccc(C(=O)Nc4ccc(F)cc4)cc3[nH]c2=O)cc1
 : ? | -1 | -12% | -2% | -1% | -1% | 11% | -2% | 34%
NS(=O)(=O)c1ccc(CNC(=O)C(Cc2ccccc2)NS(=O)(=O)c2ccccc2F)cc1 (configuration not stated)
 : -9% | 2 | 1% | 5% | -7% | -5% | 40% | 2% | -19%
CCC(c1nnnn1C(C)(C)C)N1CCN(C(=O)c2ccco2)CC1 (configuration not stated)
 : 19% | -3 | -2% | 0% | 0% | -1% | 16% | -13% | 3%
COc1ccccc1CNC(=O)c1ccccc1OCc1ccc(F)cc1
 : 24% | -4 | -7% | 10% | -6% | -6% | -8% | -29% | 2%
CCOC(=O)N1CCN(C(=O)C2CCC(=O)N(CCc3ccccc3)C2)CC1 (configuration not stated)
 : ? | 0 | -1% | · | -5% | · | · | -16% | ·
Cc1cc(-c2cc(C(=O)NCc3ccccc3)on2)nc(NCC2CC2)n1
 : -2% | -8 | -6% | -6% | -5% | -4% | -4% | -7% | 0%
Cn1c(=O)c2sccc2n(Cc2ccccc2)c1=O
 : 94%[activator] | -7 | 1% | -3% | -6% | 0% | 5% | -3% | 55%
CCN(CC)CCOC(=O)c1ccc(NC(=O)c2ccc(Cl)c(S(=O)(=O)N3CCCCCC3)c2)cc1
 : ? | -4 | -10% | ? | 12% | 16% | -3% | -19% | 8%
CC(=O)c1cccc(NC(=S)NC(=O)c2cncc(Br)c2)c1
 : ? | -4 | -10% | -8% | -1% | 1% | -21% | -6% | -1%
O=C(NCc1ccccc1)c1ccccc1NC(=O)C1CCCCC1
 : 9% | -4 | -14% | -18% | -2% | -7% | 41% | -14% | -1%
O=[N+]([O-])c1cc(/C=N/n2cnnc2)ccc1N1CCCC1
 : 10% | 2 | -11% | -23% | -3% | 1% | 4% | -11% | 7%
O=C(NC(=S)NCCc1ccccc1)c1cccc(Cl)c1
 : 77%[activator] | 0 | -8% | ? | 6% | -8% | -6% | -7% | -10%
O=C1c2ccccc2C(=O)c2c1ccc1c(=O)n(C3CCCCC3)[nH]c21
 : -3% | 7 | -14% | -2% | 0% | -25% | -7% | ? | 2%
Cc1ccc(-n2c3nc(=O)[nH]c(=O)c-3cc3cc([N+](=O)[O-])ccc32)cc1C
 : 50%[activator] | 31 | -7% | -13% | 5% | -10% | 1% | 20µM* | -7%
Cc1ccc(-n2c3c(cc(C(=O)Nc4ccccc4C(N)=O)c2=O)C(=O)CC(C)(C)C3)cc1
 : 13% | -2 | -4% | ? | -1% | -5% | · | 5% | 3%
COc1ccc(C(=O)COC(=O)Cn2c(C)csc2=O)c(OC)c1
 : ? | -2 | -27% | · | 5% | · | -21% | ? | ·
COC(=O)C1=C(C)N=C2SC(C)C(=O)N2C1/C=C/c1ccccc1OC (configuration not stated)
 : ? | 3 | 0% | -7% | -4% | -8% | -5% | -12% | 2%
COC(=O)c1ccc(NC(=O)Nc2ccccc2C)cc1
 : 47%[activator] | -8 | -3% | -5% | 2% | -2% | 6% | 13% | 0%
O=C(Cn1cc2c(n1)CCCCC2)N1CCc2ccccc21
 : -4% | -14 | -10% | -2% | 0% | -3% | -2% | -12% | 3%
Cc1nnc(N2CCC(C(=O)N3CCCCCC3)CC2)c2nn(-c3ccc(Cl)cc3)c(C)c12
 : 13% | 3 | 22% | ? | -8% | 1% | 15% | -14% | 0%
CCC(=O)Nc1c2c(nn1-c1ccc(F)cc1)CS(=O)(=O)C2
 : -18% | 5 | -15% | -7% | -1% | 1% | -11% | -15% | 1%
O=S1(=O)CC(O)C(NCCO)C1 (configuration not stated)
 : 86%[activator] | -7 | 3% | -5% | -5% | -5% | -4% | -24% | 0%
CCc1ccc(-c2nc(SCC(=O)NCCOC)c(-c3ccc(C)cc3)[nH]2)cc1
 : ? | -10 | -2% | 4% | -1% | 0% | · | -6% | 11%
COc1ccc(CN2C(=O)c3cccnc3C2=O)cc1S(=O)(=O)N1CC(C)CC(C)C1 (configuration not stated)
 : 38%[activator] | -2 | 10% | -36% | -6% | 1% | 3% | -1% | ?
CC(=O)COc1ccc2cc(-c3ccccc3)c(=O)oc2c1
 : 22% | -10 | -2% | -4% | -4% | -2% | 3% | -15% | -4%

Some of these compounds in order of molecular weight, rising:
Values run as follows: POLI inh | LDHA inh | Pol kappa inh | Apoferritin bind | Glioma ERSR ind | BLM inh | APE1 inh | POLH inh | POLB inh
COC(=O)c1ccc(NC(=O)Nc2ccccc2C)cc1
 : 47%[activator] | -8 | -3% | -5% | 2% | -2% | 6% | 13% | 0%
CC(=O)COc1ccc2cc(-c3ccccc3)c(=O)oc2c1
 : 22% | -10 | -2% | -4% | -4% | -2% | 3% | -15% | -4%
COc1ccccc1OCCn1c(C)c(C=O)c2ccccc21
 : 16% | 3 | 11% | -5% | -4% | -1% | 1% | -13% | -2%
O=C(NC(=S)NCCc1ccccc1)c1cccc(Cl)c1
 : 77%[activator] | 0 | -8% | ? | 6% | -8% | -6% | -7% | -10%
CCC(=O)Nc1c2c(nn1-c1ccc(F)cc1)CS(=O)(=O)C2
 : -18% | 5 | -15% | -7% | -1% | 1% | -11% | -15% | 1%
O=C1c2ccccc2C(=O)c2c1ccc1c(=O)n(C3CCCCC3)[nH]c21
 : -3% | 7 | -14% | -2% | 0% | -25% | -7% | ? | 2%
Cc1cc(-c2cc(C(=O)NCc3ccccc3)on2)nc(NCC2CC2)n1
 : -2% | -8 | -6% | -6% | -5% | -4% | -4% | -7% | 0%
CC(=O)c1cccc(NC(=S)NC(=O)c2cncc(Br)c2)c1
 : ? | -4 | -10% | -8% | -1% | 1% | -21% | -6% | -1%
CCc1ccc(-c2nc(SCC(=O)NCCOC)c(-c3ccc(C)cc3)[nH]2)cc1
 : ? | -10 | -2% | 4% | -1% | 0% | · | -6% | 11%
COc1ccc(S(=O)(=O)c2c(O)c3ccc(C(=O)Nc4ccc(F)cc4)cc3[nH]c2=O)cc1
 : ? | -1 | -12% | -2% | -1% | -1% | 11% | -2% | 34%
CCN(CC)CCOC(=O)c1ccc(NC(=O)c2ccc(Cl)c(S(=O)(=O)N3CCCCCC3)c2)cc1
 : ? | -4 | -10% | ? | 12% | 16% | -3% | -19% | 8%

Later entries
Values run as follows: POLI inh | LDHA inh | Pol kappa inh | Apoferritin bind | Glioma ERSR ind | BLM inh | APE1 inh | POLH inh | POLB inh
CSc1cccc(NC(=O)CN(Cc2ccc(Cl)cc2)S(C)(=O)=O)c1
 : 89µM* | 2 | -10% | -22% | -1% | -8% | -5% | -3% | -4%
Cc1cc(C)cc(OCCNC(=O)c2ccc(Br)cc2)c1
 : 7% | -1 | -14% | 0% | -3% | -7% | 13% | 1% | 5%
Cc1ccc(C(=O)Oc2oc(-c3ccco3)nc2C=Nc2ccc(Cl)cc2)cc1
 : 9% | 0 | -14% | -10% | 0% | -2% | -2% | -10% | 7%
COc1ccc(CC(=O)N2CCc3ccccc32)cc1
 : -8% | -14 | -13% | -1% | ? | -3% | 4% | -17% | -1%
COc1ccc(CCn2c(C)cc(C(=O)CN3C(=O)C(=O)N(C4CCCC4)C3=O)c2C)cc1OC
 : 3% | 0 | 0% | · | 0% | · | -5% | -7% | ·
CCn1c(C(C)C)n[nH]c1=S
 : 11% | -7 | 1% | -6% | -1% | -2% | 6% | -16% | 31%
O=C(NC(Cc1c[nH]c2ccccc12)C(=O)O)c1ccc(F)cc1 (configuration not stated)
 : 7% | 3 | -3% | -4% | -2% | -1% | 10% | -12% | 28%
Cc1cnc(NC2=NCCC2)s1
 : 45%[activator] | -10 | -10% | -5% | 1% | -1% | -1% | -11% | 5%
CC(=Nc1ccccc1)C1=C(O)CSC1=O
 : ? | 2 | -22% | -17% | 5% | -1% | -8% | 0% | -7%
CCOc1cccc(/C=C/C(=O)O)c1
 : -6% | 1 | -3% | -6% | -6% | -2% | -5% | ? | 1%
Cc1ccc(S(=O)(=O)N2C3C=CC(C3)C2C(=O)O)cc1 (configuration not stated)
 : 123%[activator] | -9 | 3% | -3% | -5% | 0% | -4% | 5% | 26%
CCN1CCN(Cc2nc3c(c(=O)n(C)c(=O)n3C)n2Cc2cccc3ccccc23)CC1
 : 24% | -1 | 7% | -8% | -3% | -6% | 0% | 4% | -2%
O=C(c1ccc(S(=O)(=O)N2CCCCCC2)cc1)N1CCC(CN2C(=O)c3cccc4cccc(c34)C2=O)CC1
 : 6% | -8 | -7% | -6% | -4% | -4% | -1% | -15% | 3%
O=S1(=O)CCOC[C@H](CC2CCCCC2)N1Cc1cccc(C(F)(F)F)c1
 : 11%&-11% | 3 | -19%&-19% | 18% | 7%&11% | -16% | 24% | -21% | -7%
